Screens deposited in PubChem by National Center for Advancing Translational Sciences (NCATS).
Vif-A3G inh = inhibitors of Vif-APOBEC3G interaction; 410,000 compounds, 0.076% hits; Q9HC16; Potency, µM (doses to about 46.1 µM), inactives show at the highest dose activity, negative = active, most hits filed as inhibitors; HeLa A3G-eYFP + Vif (tagged APOBEC3G with the HIV-1 protein that degrades it), YFP fluorescence, overnight;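 note: potency is the fitted concentration of half-maximal effect; % is set by controls: 0 for no effect and ±100 for the full control effect; nearly all actives have a fitted effect of over 60% in size; hits raise eYFP signal because A3G escapes Vif-driven loss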
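HeLa cells stably expressing Vif and C-terminally eYFP-tagged A3G, seeded overnight at 37 deg C, then exposed to compound by pintool overnight at 37 deg C. Rise in yellow fluorescence (Ex 488/Em 500-530, Acumen) marks blocked Vif-driven A3G degradation.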
LDHA inh = blocks human lactate dehydrogenase A | activity change, % (values are at about 110 or 230 µM) | AID 1347041 | P00338 | purified LDHA, NADH/diaphorase-resazurin fluorescence; hits give low values | 480,000 compounds, 0.15% hits; in the data active = activity change below about -30%; inconclusive = mostly about -25% to -30%;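 note: plate controls were DMSO wells for no effect and wells without enzyme for full effect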
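Enzyme activity of human lactate dehydrogenase 5 (2 nM; 0.06 mM NADH, 0.2 mM pyruvate, 5 min, RT) is measured via a resazurin/diaphorase fluorescence readout of residual NADH.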
D1 ag = agonists of human D1 dopamine receptor; HEK293 T-REx D1 cells, calcium flux, agonist mode; activation, % at 2 µM; 360,000 compounds, 1% hits; in the data active = activation above about 30%; note: 0% is about no effect
Target sequence (P21728 whole entry, looked up): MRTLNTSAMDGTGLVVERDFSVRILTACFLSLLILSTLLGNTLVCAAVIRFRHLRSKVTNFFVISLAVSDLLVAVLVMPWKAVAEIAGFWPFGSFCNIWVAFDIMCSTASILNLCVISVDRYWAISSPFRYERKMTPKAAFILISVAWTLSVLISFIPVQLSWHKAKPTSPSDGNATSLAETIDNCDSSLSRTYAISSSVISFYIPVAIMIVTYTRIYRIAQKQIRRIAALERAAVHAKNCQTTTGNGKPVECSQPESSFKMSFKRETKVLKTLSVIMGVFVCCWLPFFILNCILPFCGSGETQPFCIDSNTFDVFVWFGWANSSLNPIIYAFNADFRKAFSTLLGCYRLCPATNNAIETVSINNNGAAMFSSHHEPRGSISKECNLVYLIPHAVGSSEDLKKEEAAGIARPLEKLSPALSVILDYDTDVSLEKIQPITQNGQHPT
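Tetracycline-induced HEK293 TREx D1 cells, force-coupled to calcium signalling, were dye-loaded with a no-wash calcium kit. Compound was pin-added after a 10 s baseline. Fluorescence was read kinetically at 1 cycle/s for 180 s, with calcium rises flagged as agonism.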
Vif-APOBEC3F blk = Vif-A3F binding inhibition; HeLa A3F-eYFP + Vif (tagged APOBEC3F with the HIV-1 protein that degrades it), YFP fluorescence increase; 390,000 compounds, 0.2% hits; Potency, µM (top dose mostly 46.1 µM), for inactives: top-dose activity, negative = active; AID 602313; note: potency is the fitted concentration of half-maximal effect; % of control where 0% means no effect; nearly all actives have a fitted effect of over 65% in size
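Fluorescence increase (Ex 488/Em 500-530) after overnight compound treatment at 37 deg C flags inhibition of Vif-driven A3F-eYFP loss in stable HeLa A3F-eYFP/Vif cells seeded overnight beforehand.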
D1 potentiator = enhances dopamine response at the human D1 receptor; potentiation, % at 10 µM; AID 504651; P21728; 360,000 compounds, 0.036% hits; HEK293 TREx D1 cells, calcium flux, dopamine EC20 potentiation; in the data active = potentiation above about 30%; note: 0% is about no effect
D1 antag = human D1 dopamine receptor antagonism | P21728 | HEK293 TREx D1 cells, calcium flux, dopamine EC80; hits give low values | activity change, negative = inhibition, % at 10 µM | 360,000 compounds, 3.2% hits | AID 504652; in the data active = activity change below about -30%; note: % is set by controls: 0 for no effect and ±100 for the full control effect
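Inducible Hek293 Trex D1 cells (tetracycline, overnight, 30 C). Calcium dye 30–90 min RT. Antagonist mode: EC80 dopamine added after 180 s compound read.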
Glioma ERSR ind = inducers of ER stress response in human glioma cells. U87-MG GRP78 promoter luciferase reporter, 16 h. Potency, µM, inactives show at the highest dose activation, actives largely listed as activators. 420,000 compounds, 0.02% hits; note: potency is the fitted concentration of half-maximal effect; series mostly up to about 76 µM; % of control where 0% means no effect; nearly all actives have a fitted effect of over 35% in size
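Stably transfected U87-MG glioma cells carrying a GRP78-based luciferase sensor; 16 h compound incubation. Luminescence end-point read 10 min after Bright-Glo addition at room temperature.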
RXFP1 agonist = agonists of human relaxin receptor RXFP1; Potency, µM (doses to about 57.5 µM), without a hit: at the highest dose activation, most hits filed as activators; 370,000 compounds, 0.3% hits; HEK293T-RXFP1 cAMP TR-FRET, 30 min; response scale: percent of porcine relaxin response, buffer zero; Q9HBX9; note: potency is the fitted concentration of half-maximal effect; % is set by controls: 0 for no effect and ±100 for the full control effect; nearly all actives have a fitted effect of over 60% in size; many of its hits are not listed in these tables
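Agonist response is measured as cAMP accumulation in an RXFP1-transfected HEK293T line under PDE4 inhibition. Values are scaled between buffer-only and 29 nM porcine relaxin, and EC50s come from standard Hill equation fits.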
D2 potentiator = positively modulates the human D2 dopamine receptor allosterically | P14416 | HEK293 T-REx D2, calcium flux, EC20 dopamine potentiation | potentiation, % at 10 µM | 340,000 compounds, 0.34% hits | AID 485347;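 active = potentiation over 3 SD above the plate norm, cut at about 30% in these data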; note: 0% is about no effect
Target sequence (P14416 whole entry, looked up): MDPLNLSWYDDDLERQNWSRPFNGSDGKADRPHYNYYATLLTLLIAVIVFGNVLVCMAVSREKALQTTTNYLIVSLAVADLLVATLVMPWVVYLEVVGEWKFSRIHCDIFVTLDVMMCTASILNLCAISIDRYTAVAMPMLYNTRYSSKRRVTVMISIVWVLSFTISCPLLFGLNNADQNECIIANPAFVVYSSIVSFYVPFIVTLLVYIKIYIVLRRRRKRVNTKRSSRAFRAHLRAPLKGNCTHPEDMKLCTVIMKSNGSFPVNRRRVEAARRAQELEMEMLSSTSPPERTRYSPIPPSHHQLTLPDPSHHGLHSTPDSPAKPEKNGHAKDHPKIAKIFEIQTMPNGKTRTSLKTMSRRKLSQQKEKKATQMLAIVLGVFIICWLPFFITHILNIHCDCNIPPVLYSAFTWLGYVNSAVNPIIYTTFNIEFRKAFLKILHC
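Calcium flux readout, no-wash dye, 1 read/s. Inducible HEK293 Trex D2 line, overnight 30 C. Compound alone 180 s (agonist flags), then EC20 dopamine, another 180 s to score potentiation.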
* hit, by the source's call; ? = inconclusive; · = not tested or not shown; & = joins results of further samples. Unless noted, calls come from the whole dose curve; as a rule, active = well fitted curve in the direction sought with a large enough effect; inconclusive = small, poorly fitted or top-dose-only effect, or another doubt; inactive = no such curve, though single readings can be large; an effect the other way counts as inactive or inconclusive. Only part of the results is shown, so the mix of outcomes need not match the whole.

SMILES | Vif-A3G inh | LDHA inh | D1 ag | Vif-APOBEC3F blk | D1 potentiator | D1 antag | Glioma ERSR ind | RXFP1 agonist | D2 potentiator
CCCCCOC(=O)C1=C(C)NC(=O)NC1c1ccc2c(c1)OCO2 (centres undefined) | -1% | -9 | 0 | -11% | -14 | -6 | -1% | -0.9% | -1
COc1ccc(-c2ccc(CNCCCSc3nnnn3C)o2)cc1Cl | 1% | -10 | 37* | 5% | -1 | -5 | -3% | 1.5% | -32
COc1ccc(-n2ncc(C(=O)N3CCc4ccccc4C3)c2C2CCN(C(=O)OC(C)(C)C)CC2)cc1 | -1% | -3 | 0 | 2% | 0 | 4 | -3% | -1.9% | 4
CCn1c(=O)cc(OCC(=O)Nc2cc(C)ccn2)c2ccccc21 | 2% | -2 | 0 | 4% | 0 | 3 | 15% | 2.2% | -1
Cc1cc(C)cc(N=C2NC(=O)/C(=C/c3cccs3)S2)c1 | -25% | -21 | 1 | 0% | 3 | 11 | 0% | -2.8% | -30
COC(=O)C1=CN(c2ccc(F)cc2)C=C(C(=O)OC)C1c1ccc(O)cc1 | -6% | -5 | 2 | 3% | -1 | -5 | 6% | 4.7% | 4
CCOc1ccc2nc(NC(=O)CN3C(=O)C4CCCCC4C3=O)sc2c1 (centres undefined) | -7% | 5 | 2 | 0% | -8 | 6 | 5% | -1.0% | 0
O=C1OC2(CCCCC2)OC(=O)C1=CNc1nccs1 | 6% | -4 | 1 | -2% | 0 | 1 | -2% | 1.1% | -6
COCC(C)n1c(C)cc(C(=O)COC(=O)c2nn(C)c(=O)c3ccccc23)c1C (centres undefined) | 2% | 4&11 | · | 1% | · | · | -1% | · | ·
O=C(N1CCNCC1)N1CCOCC1 | · | · | 0 | · | -1 | -2 | · | -1.3% | -7
O=C(CSc1nc2ccc(S(=O)(=O)N3CCOCC3)cc2[nH]1)N1CCOCC1 | 0% | -3&0&2 | 3 | -8% | -2 | 4 | -3% | 1.2% | ·
COC(=O)c1ccccc1NC(=O)CCS(=O)(=O)c1cc2c(cc1C)NC(=O)CO2 | 0% | -3 | 3 | 1% | 3 | 3 | -4% | 2.7% | -1
CCN=C1SC(CC(N)=O)C(=O)N1CC (centres undefined) | -2% | -3 | 2 | 13% | 0 | -5 | -6% | 5.7% | 3
COc1ccccc1C1C=C(c2ccc(Cl)cc2)Nc2nc(N3C(=O)CCC3=O)nn21 (centres undefined) | 1% | 8 | -1 | -7% | -5 | -9 | -2% | 4.7% | -6
CCS(=O)(=O)Nc1ccc(C2=NN(C(C)=O)C(c3cccs3)C2)cc1 (centres undefined) | 0% | -7 | 0 | -2% | -13 | 8 | 3% | 2.1% | -1
COc1ccc(Cl)cc1NC(=O)CSc1ccc(-c2sc(C)nc2C)nn1 | -14% | -3 | 6 | 1% | -4 | -18 | -3% | 2.2% | -3
CCc1nnc(NS(=O)(=O)c2ccc(N)cc2)s1 | -1% | -5 | 0 | -4% | -2 | 3 | -3%&-3% | -0.6% | -8
COc1ccc(CNCCS(=O)(=O)NC2CCCCC2)cc1 | 3% | -8 | · | 1% | · | · | -2% | · | ·
Cc1oc(-c2ccc(Cl)cc2)nc1CN1CCC(C(=O)N2CCN(Cc3ccccc3)CC2)CC1 | 0% | -1 | 33* | 4% | · | -68* | -1% | 0.4% | -10
Cc1nnc(NC(=O)c2ccc(S(=O)(=O)N3CC(C)CC(C)C3)cc2)o1 (centres undefined) | 0% | -16 | 0 | 0% | -2 | 0 | 0% | 1.5% | 35*
O=C1C=C(c2cccc(Cl)c2O)C[C@@H](c2ccc(Cl)cc2)C1 | 3% | 6 | 9 | -4% | -3 | 4 | -3% | 1.1% | 6
COc1ccc(N=C2S/C(=C\c3ccc(OCC(=O)O)cc3)C(=O)N2CCc2c[nH]c3ccccc23)cc1 | -8% | 2 | 3 | -15% | -1 | -7 | -1% | 0.7% | 6
CC(=O)N1CCc2cc(Br)cc(S(=O)(=O)CCC(=O)NCCc3ccc(Cl)cc3)c21 | 2% | -12 | 1 | -14% | 0 | -9 | -3% | -1.1% | -12
COC(=O)C1=CN(c2ccc(OC)cc2)C=C(C(=O)OC)C1c1cccc(F)c1 | 0% | 1 | 5 | 2% | -2 | 8 | 2% | 5.9% | 12
Cc1cc(C)n(C(=O)c2c([N+](=O)[O-])c(C)nn2C)n1 | 4% | -11 | 0 | 2% | 3 | 1 | 1% | 0.5% | 2
COCCn1c(SCC(=O)c2ccc(CNC(C)=O)o2)nc2ccccc2c1=O | 2% | -3 | 1 | -3% | -5 | -5 | -4% | -1.5% | 1
CCOc1ccc(Cc2c(O)nc(SC)[nH]c2=O)cc1 | 2% | -1 | · | 3% | · | · | -4% | · | ·
O=[N+]([O-])c1nn(-c2cccc(Cl)c2)n(O)c1=NCc1cccnc1 | -21% | -1 | 2 | -6% | -4 | -3 | 3% | -0.1% | 0
CC(=O)/C(=N\Nc1ccccc1)Sc1nnc(-c2ccccc2)n1-c1ccccc1 | 1% | -1 | 3 | 5% | -1 | 3 | -3% | 0.0% | -2
O=C(CCCOc1ccccc1)N1CCN(c2ccccc2)CC1 | -9% | 2 | -1 | 9% | -4 | 1 | -4% | 1.3% | -2
COc1ccc([N+](=O)[O-])cc1NC(=O)c1ccc(N(Cc2ccccc2C)S(C)(=O)=O)cc1 | 2% | 1 | 3 | 5% | 0 | -15 | -2% | 2.1% | 17
CC(=O)NCCCc1nc2ccccc2n1Cc1c(F)cccc1Cl | -1% | -1 | 1 | -3% | -4 | 6 | -1% | -2.0% | -8
COc1cc(NC(=O)CN2C(=O)C(C)N(c3ccc(C)cc3)C2=O)cc(OC)c1 (centres undefined) | 2% | -1 | -1 | 7% | -2 | 8 | -1% | -0.3% | 2
C[C@H](CO)N1C[C@H](C)[C@H](CN(C)C(=O)c2ccccc2F)Oc2ncc(Br)cc2C1=O | -2% | -2 | · | 10% | · | · | -7% | · | ·
Cc1nc2c(o1)CCc1ccccc1C2O (centres undefined) | -5% | 15 | 0 | 1% | 2 | 1 | -1% | -0.1% | -8
O=C(CCCCn1cnc2c(=S)nc[nH]c21)Nc1ccc(C(=O)O)cc1 | 0% | 3 | · | -7% | · | · | -4% | · | ·
COc1ccc(Cl)cc1C(=O)Nc1ccc(Br)c(C)n1 | -4% | -6 | 1 | -6% | -3 | 3 | 2% | 11% | 6
COc1ccc(CNC(=O)C2CCCN2S(=O)(=O)c2ccccc2)cc1 (centres undefined) | 5% | -1 | 1 | -5% | -7 | -17 | -4% | -0.1% | -5
Cc1ccc(NC(=O)c2ccc(=O)[nH]c2)cc1S(=O)(=O)N1CCCCC1 | -7% | -3 | 5 | 11% | 0 | -6 | -2% | 4.8% | 4
Cc1c(C(=O)OC(C)CCN(C)C)oc2ccccc12 (centres undefined) | 4% | -6 | 2 | 0% | 0 | 0 | -1% | 0.7% | -15
COC(=O)c1nc2cc(C)ccn2c1F | 2% | -11 | 1 | -3% | -2 | -6 | -1% | -0.8% | -3
Cc1ccc(C)c(NC(=O)C(CC(=O)O)C2CCCO2)c1 (centres undefined) | 2% | -1 | 1 | 7% | -5 | 1 | -3% | -1.5% | -1
CCS(=O)(=O)c1ccc(O)c(NC(=O)c2cc(OC)c(OC)c(OC)c2)c1 | -6% | -10 | 2 | 0% | -5 | 1 | 1% | 10% | -8
O=C(O)C1=NN(c2ccccc2)C(=O)C1 | 0% | 11 | 2 | 9% | 0 | 1 | -3% | -3.9% | -7
COc1ccc(OC)c(C(=O)N2CCC(CCC(=O)NC3CC3)CC2)c1 | 0% | -4 | 2 | -5% | 1 | -18 | -8% | -1.2% | -2
Cc1cc(C)c(S(=O)(=O)n2cnc(C)c2)c(C)c1 | -2% | -3 | 0 | 0% | -5 | 1 | -7% | 1.0% | 0
CCNc1nc(Sc2ccc(C)cc2)cc(C(F)(F)F)n1 | -25% | 8 | 3 | -7% | -5 | 15 | -4% | -1.0% | 4
O=C(CSc1nc2nc(-c3cccs3)cc(C(F)(F)F)c2c(=O)[nH]1)Nc1ccc(F)c(F)c1 | -16% | -10 | 4 | -1% | 0 | -17 | -5% | 23% | -3
CCc1ccccc1NC(=O)CSc1ncc2c(n1)-c1ccccc1N(Cc1ccc(C)cc1)S2(=O)=O | 1% | 4 | 2 | 3% | -8 | -37* | -4% | ? | -3
COc1ccc(OC)c(NS(=O)(=O)c2ccc(NC(=O)C3COc4ccccc4O3)cc2)c1 (centres undefined) | 0% | -3 | 5 | -6% | -4 | 0 | -4% | -0.5% | -3
Other compounds
SMILES | Vif-A3G inh | LDHA inh | D1 ag | Vif-APOBEC3F blk | D1 potentiator | D1 antag | Glioma ERSR ind | RXFP1 agonist | D2 potentiator
CCOc1ccccc1N1CC(C(=O)N2CCc3ccccc3C2)CC1=O (centres undefined) | 0% | 0 | -2 | -2% | -2 | 15 | -5% | -3.6% | 10
O=C(NCc1ccccc1)c1ccc(/C=N/O)nc1 | 0% | 2 | 2 | 0% | -5 | 9 | -4% | 1.3% | -4
CCN(C[C@H]1N[C@@](CC)(C(=O)OC)[C@H]2C(=O)N(Cc3ccccc3)C(=O)[C@@H]12)S(=O)(=O)c1ccc(F)cc1 | -5% | -2 | · | 4% | · | · | 0% | · | ·
CN(CC(=O)NCc1ccncc1)S(=O)(=O)c1ccccc1 | 0% | -7 | 1 | 1% | -8 | 7 | -4% | 1.5% | -9
O=C(NC1CC2CCCC(C1)N2C(=O)N1CCCCC1)C1CCCCC1 (centres undefined) | -1% | -6 | -1 | -3% | 0 | 12 | -3% | -1.5% | -2

Molecules listed so far with a furan ring, fused or not:
SMILES | Vif-A3G inh | LDHA inh | D1 ag | Vif-APOBEC3F blk | D1 potentiator | D1 antag | Glioma ERSR ind | RXFP1 agonist | D2 potentiator
COc1ccc(-c2ccc(CNCCCSc3nnnn3C)o2)cc1Cl | 1% | -10 | 37* | 5% | -1 | -5 | -3% | 1.5% | -32
COCCn1c(SCC(=O)c2ccc(CNC(C)=O)o2)nc2ccccc2c1=O | 2% | -3 | 1 | -3% | -5 | -5 | -4% | -1.5% | 1
Cc1c(C(=O)OC(C)CCN(C)C)oc2ccccc12 (centres undefined) | 4% | -6 | 2 | 0% | 0 | 0 | -1% | 0.7% | -15
